# Screens: PubChem, several laboratories
# TRPC6 activator: mouse TRPC6 channel activators, primary screen, cell-based, HEK293, membrane potential dye. B-score at 10 µM. Short transient receptor potential channel 6 (Mus musculus), Q61143. HEK293-TRPC6 membrane potential dye fluorescence; active compounds read high. 310,000 tested, 0.13% active;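 active = B-score of the integrated fluorescence ratio above library mean plus 3 SD, and starting fluorescence ratio within library mean plus 5 SD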;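 note: higher score means more depolarization so channel activation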
# Target sequence (Q61143 whole entry, looked up): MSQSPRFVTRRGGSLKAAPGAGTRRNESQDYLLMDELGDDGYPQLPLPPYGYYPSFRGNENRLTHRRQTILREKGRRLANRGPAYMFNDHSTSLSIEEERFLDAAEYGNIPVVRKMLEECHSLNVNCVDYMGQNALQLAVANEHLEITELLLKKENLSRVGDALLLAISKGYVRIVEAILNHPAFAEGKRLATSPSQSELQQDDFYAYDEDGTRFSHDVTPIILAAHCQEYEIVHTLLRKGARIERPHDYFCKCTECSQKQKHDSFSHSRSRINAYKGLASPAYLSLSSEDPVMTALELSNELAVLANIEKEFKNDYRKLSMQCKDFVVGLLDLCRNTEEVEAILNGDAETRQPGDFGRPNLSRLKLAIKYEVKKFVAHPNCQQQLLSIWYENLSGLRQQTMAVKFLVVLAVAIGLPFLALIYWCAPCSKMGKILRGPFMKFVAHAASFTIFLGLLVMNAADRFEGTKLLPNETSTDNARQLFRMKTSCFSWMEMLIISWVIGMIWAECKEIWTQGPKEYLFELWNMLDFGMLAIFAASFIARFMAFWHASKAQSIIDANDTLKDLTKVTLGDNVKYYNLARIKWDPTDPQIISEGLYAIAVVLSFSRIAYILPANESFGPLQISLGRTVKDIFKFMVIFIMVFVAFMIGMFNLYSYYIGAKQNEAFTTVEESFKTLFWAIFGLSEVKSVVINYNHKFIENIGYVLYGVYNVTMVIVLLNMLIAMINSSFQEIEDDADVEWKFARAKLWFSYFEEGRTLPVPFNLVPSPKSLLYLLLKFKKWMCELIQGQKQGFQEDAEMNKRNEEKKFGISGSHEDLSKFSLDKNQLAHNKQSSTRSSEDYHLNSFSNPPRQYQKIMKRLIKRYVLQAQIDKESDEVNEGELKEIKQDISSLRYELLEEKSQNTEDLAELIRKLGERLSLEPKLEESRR
# SKKanGAS inh: S. pyogenes SKKanGAS growth inhibitors in kanamycin, primary screen, streptokinase expression inhibitor project, SKKanGAS strain, BacTiter-Glo luminescence | 6 h | inhibition, % at 7.5 µM | 300,000 tested, 1.3% active;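 active = mean replicate score, as percent of positive control median, at least 50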;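 note: strain carries kanamycin resistance gene driven by streptokinase promoter and grows in 40 µg/ml kanamycin; loss of luminescence reflects streptokinase promoter inhibition or plain growth inhibition; 0% = median of DMSO wells and 100% = positive control at its reference dose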
# TRPC4 agonist: activators of mouse TRPC4 channel, primary screen, Fluo4 calcium, HEK293 TRPC4beta/mu-opioid cells | Fluo4 calcium fluorescence; active compounds read high | B-score at 10 µM | 310,000 tested, 0.49% active;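 active = B-score above 5 SD of library B-scores, and initial fluorescence ratio not above library mean plus 5 SD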;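 note: positive B-score marks a calcium rise read as TRPC4 activation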
#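 Material: HEK293 stable line with TRPC4beta plus mu-opioid receptor; technique: Fluo4 calcium-sensitive dye fluorescence, kinetic, 1 Hz baseline; timing: Fluo4 dye loading 45 min at room temperature, 110 s recording; controls: assay buffer as low control, maximal DAMGO as high control; read-out: integrated baseline-normalised fluorescence ratio, converted to per-well B score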
# TRPC4 PAM: positive allosteric modulators of TRPC4, primary screen, cell-based, mouse TRPC4beta, HEK293 mu-opioid, Fluo-4 calcium; B-score at 10 µM; 310,000 tested, 0.42% active; Short transient receptor potential channel 4 (Mus musculus), Q9QUQ5; DAMGO EC20, Fluo-4 Ca2+ flux; active compounds read high;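 active = B-score of calcium response area above 5 SD of library B-scores, with initial fluorescence ratio within 5 SD of library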;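 note: B-score of integrated fluorescence ratio over time as area under calcium response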
# ANO1 activ: TMEM16A chloride channel activators or potentiators, primary screen, cell-based, HTS | B-score at 10 µM | Anoctamin-1 (Mus musculus), Q8BHY3 | AID 623877, 2012 | HEK293 TMEM16A/YFP-H148Q/I152L, iodide quench fluorescence; active compounds read low | 340,000 tested, 0.3% active;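 active = fluorescence-ratio B-score plate-corrected deviation score at least 3 library SD below zero, with starting fluorescence score within 5 deviations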;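 note: channel opened by trigger with iodide after compound preincubation; score built on the fluorescence ratio of max minus min over baseline; more negative score means more quench and so TMEM16A activation or potentiation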
# MrgX1 ag: agonists of human MrgX1 receptor, primary screen, HEK293 cells, Fluo-4 calcium flux; Mas-related G-protein coupled receptor member X1 (Homo sapiens), Q96LB2; Fluo-4 calcium fluorescence, agonist mode; active compounds read high; B-score at 10 µM; 310,000 tested, 0.44% active; AID 588627, 2011;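 active = calcium response B-score plate-corrected fluorescence ratio at least 3 library SD, with starting fluorescence B-score inside 5 SD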
#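 Material: MrgX1-expressing HEK293 cells / Dosing: compound as first of three additions / Incubation: overnight seeding, then 1 h dark dye loading / Signal: Fluo-4 NW calcium fluorescence / Evaluation: B-scored fluorescence response ratio / Benchmarks: positive and negative control wells on each plate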
# TRPC4 inh: inhibitors of mouse TRPC4 channel, primary screen, Fluo4 calcium, HEK293 TRPC4beta/mu-opioid cells; Short transient receptor potential channel 4 (Mus musculus), Q9QUQ5; DAMGO-evoked Fluo4 calcium flux; active compounds read low; B-score at 10 µM; 300,000 tested, 0.39% active; AID 2247, 2010;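 active = B-score over 3 SD under the library average, no early fluorescence shift, positive overall ratio signal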
#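 Material: HEK293 cells with stable TRPC4beta plus mu-opioid receptor expression; probe or stimulus: DAMGO in two steps, submaximal then maximal; technique: Fluo4 calcium fluorescence by kinetic imaging, 5 s 1 Hz baseline; measure: integrated fluorescence ratio relative to baseline, converted to per-well B score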
# ANO1 block: TMEM16A chloride channel inhibitors, primary screen, cell-based, HTS. HEK293 TMEM16A/YFP iodide influx fluorescence, ionomycin. AID 588511, 2011. 310,000 tested, 1.2% active. normalized B-score (activity score, 25-100; higher = stronger inhibition) at 10 µM;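 active = ratio plate-corrected score three or more library SD toward inhibition, starting fluorescence score within five deviations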;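 note: score derived from kinetic fluorescence span divided by baseline fluorescence per well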
# MrgX1 allo act: positive allosteric modulators of MrgX1, primary screen, HEK293 cells, Fluo-4 calcium flux; Mas-related G-protein coupled receptor member X1 (Homo sapiens), Q96LB2; FDSS; active compounds read high; B-score at 10 µM; 310,000 tested, 0.63% active; AID 588675, 2011;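 active = plate-corrected calcium response at least 3 library SD above typical, normal starting fluorescence, not activating the receptor alone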;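 note: compound read alongside a low EC10 to EC30 dose of BAM8-22 agonist; peak minus trough fluorescence over baseline measured at the second addition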
# MrgX1 antagonist: antagonists of human MrgX1 receptor, primary screen, HEK293 cells, Fluo-4 calcium flux | BAM8-22 antagonism; active compounds read low | Mas-related G-protein coupled receptor member X1 (Homo sapiens), Q96LB2 | B-score at 10 µM | 310,000 tested, 1.3% active | AID 588676, 2011;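 active = calcium-response B-score plate-corrected more than 3 library SD below zero, starting fluorescence within 5 deviations, no agonist response on first addition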;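 note: peak minus trough fluorescence over baseline after final BAM8-22 challenge near maximal dose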
# TRPC6 inh: mouse TRPC6 channel inhibitors, primary screen, cell-based, HEK293, membrane potential dye. Short transient receptor potential channel 6 (Mus musculus), Q61143. ACh-evoked depolarization; active compounds read low. B-score at 10 µM. 310,000 tested, 1.1% active. AID 2553, 2010;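 active = B-score under library mean minus 3 SD, initial fluorescence not abnormally high, positive integrated signal ratio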;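 note: B-score derived from integrated fluorescence ratio over the kinetic read; more negative B-score means stronger inhibition of depolarization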
# * hit, by the source's call; i = inactive; nt = not tested or not shown.
molecule	TRPC4 PAM	SKKanGAS inh	MrgX1 ag	ANO1 block	ANO1 activ	TRPC4 agonist	TRPC6 inh	TRPC4 inh	TRPC6 activator	MrgX1 antagonist	MrgX1 allo act
CCOc1cc(/C=N\NC(=O)C2C(=O)NCC2c2ccccc2)ccc1OC (configuration not stated)	i	-5	i	i	i	i	i	i	i	i	i
O=C(/C=C/Nc1ccc(Oc2ccccc2Cl)cc1)c1ccco1	i	8	i	i	i	i	i	i	i	i	i
NC(=O)[C@@H]1CCCN1C(=O)c1ccc2nc(Cc3ccccc3F)oc2c1	i	-1	i	i	i	i	i	i	i	i	i
O=[N+]([O-])c1ccccc1NCc1c(O)ccc2ccccc12	i	6	i	i	i	i	i	i	i	i	i
Cc1ccc(C(=O)NCCCNC(=O)c2ccc(Cl)cc2)cn1	i	1	i	i	i	i	i	i	i	i	i
Cc1cccc(OCC(=O)NCC2CCCO2)c1C (configuration not stated)	i	1	i	i	i	i	i	i	i	i	i
COc1ccc(Cl)cc1S(=O)(=O)N1CCN(Cc2ccc3c(c2)OCO3)CC1	i	nt	i	i	i	i	i	i	i	i	i
CCC(C(=O)Nc1ccc(C(C)C)cc1)c1ccccc1 (configuration not stated)	i	-9	i	i	i	i	i	i	i	i	i
COc1ccc(Nc2cccc3ccccc23)cc1	i	23	i	i	i	i	i	i	i	i	21*
Cc1ccc(N=C2C(=O)Nc3ccccc32)cc1C	i	1	i	i	i	i	i	i	i	i	i
COC(=O)c1cc(S(=O)(=O)NCCc2cccc(C)c2)cn1C	i	-2	i	i	i	i	i	i	i	i	i
CCN1CCc2c(sc(NC(=O)c3ccc(S(=O)(=O)N4CCCC4)cc3)c2C(=O)NC)C1	i	50*	i	i	i	i	i	i	i	i	i
COc1cccc(N2CCN(C(=O)c3ccc4nc(N5CCCCC5)sc4c3)CC2)c1	i	-1	i	i	i	i	i	i	i	i	i
CC1CC(C)CN(CCC(=O)Nc2ccc(Br)cc2)C1 (configuration not stated)	i	12	i	i	i	44*	i	i	i	i	i
O=C(NC(=S)Nc1ccc(Cl)c(C(=O)O)c1)c1ccc(OCc2ccccc2)cc1	i	21	i	i	i	i	i	i	i	i	i
CCCc1nn(C)c2c(=O)[nH]c(-c3cc(S(N)(=O)=O)ccc3OCC)nc12	i	-1	i	i	i	i	i	i	i	i	i
COc1ccc(C(=O)O/N=C/c2c(C(F)(F)F)nn(C)c2SCc2ccccc2Cl)cc1	i	2	i	i	i	i	i	i	i	i	i
O=C(c1cc2ccccc2oc1=O)N1CCN(CCc2ccccc2)CC1	i	-4	i	25*	i	i	i	i	i	i	i
COc1cccc(NC(=O)CCCNC(=O)Cn2cnc3sc(C)c(C)c3c2=O)c1	i	-2	i	i	i	i	i	i	i	i	i
CC(=O)Nc1c(-c2ccccc2)nc2ncccn12	i	0	i	i	i	i	i	i	i	i	i
CCOC(=O)N1CCN(S(=O)(=O)c2ccc(C(=O)N(CCCN(C)C)c3nc4cc(OC)ccc4s3)cc2)CC1	i	21	i	i	i	i	-5.6*	i	i	i	i
CC(C)CCNC(=O)Cn1c(NCCC(C)C)nc2c1c(=O)n(C)c(=O)n2C	i	-5	i	i	nt	i	i	i	i	i	i
CN(c1ccccc1)c1nc(-n2ccnc2)nc(-n2ccnc2)n1	i	7	i	i	i	i	i	i	i	i	i
O=C(Nc1ccccc1)c1ccc2c(c1)OCCO2	i	6	i	i	i	i	i	i	i	i	i
COc1ccc(CNCC(=O)Nc2ccccc2-n2cccc2)cc1	i	-5	i	i	i	i	i	i	i	i	i
CC(C)(C)c1ccc(-c2nc(C#N)c(NCCCn3ccnc3)o2)cc1	i	-2	i	i	i	i	i	i	i	i	i
CC(C)[C@H](NC(=O)c1ccccc1)C(=O)OCC(=O)N1CC(=O)Nc2ccccc21	i	-8	i	i	i	i	i	i	i	i	i
C=C(C)Cn1c(C2CC(=O)N(c3ccccc3F)C2)nc2ccccc21 (configuration not stated)	i	-3	i	i	i	i	i	i	i	i	i
Cc1cc(OCc2cc(C(=O)NCC3(C)COC3)no2)cc(C)c1Cl	i	1	i	i	i	i	i	-6*	i	i	i
CCOc1ccc(C(=O)/C=C/c2ccc(OC)c(OC)c2)cc1	i	-8	i	i	i	i	i	i	i	i	i
CC(C)C(=O)N1N=C(c2ccc(NS(C)(=O)=O)cc2)CC1c1cccs1 (configuration not stated)	i	-4	i	i	i	i	i	i	i	i	i
O=C(COC(=O)c1cc(-c2ccccc2)nc2ccccc12)Nc1ccc2c(c1)OCO2	i	-8	i	i	i	i	i	i	i	i	i
CC1(C)CC(c2nc(-c3ccc(Br)cc3)cs2)CCS1 (configuration not stated)	i	-8	i	i	i	i	i	i	i	i	i
CN(C)c1cccc(C(=O)N/N=C/c2ccsc2)c1	i	-5	i	i	i	i	i	i	i	i	i
C#CCn1c(=NC(=O)CN2C(=O)CCC2=O)sc2cccc(OC)c21	i	1	i	i	i	i	i	i	i	i	i
Cc1cc(=O)[nH]c(SCC(=O)N2CCCCCC2)n1	i	4	i	i	i	i	i	i	i	i	i
Cc1onc(-c2c(Cl)cccc2Cl)c1/C(N)=N/OC(=O)C(C)(C)C	i	-5	i	i	i	i	i	i	i	i	i
O=C(c1c(F)cccc1Cl)N1CCN(S(=O)(=O)c2ccc3c(c2)OCCCO3)CC1	i	26	i	i	i	i	i	i	i	i	i
CCOC(=O)C1=C(O)/C(=C/c2ccccn2)SC1=Nc1ccc(Cl)cc1	i	-5	i	i	i	i	i	i	i	i	i
O=C(C1Cc2ccccc2CN1S(=O)(=O)c1ccc(F)cc1)N1CCOCC1 (configuration not stated)	i	0	i	i	i	i	i	i	i	i	i
CCC(=O)NC(=S)Nc1ccc(OC)cc1OC	i	2	i	i	i	i	i	i	i	i	i
CCN(CC)C(=O)C(=O)c1cn(CC(=O)NCC2CCCO2)c2ccccc12 (configuration not stated)	i	11	i	i	i	i	i	i	i	i	i
CCCCC1CCC(C(=O)OCC(=O)N(CCOC)c2c(N)n(Cc3ccccc3)c(=O)[nH]c2=O)CC1 (configuration not stated)	i	-5	i	i	i	i	i	i	i	i	i
COC(=O)c1cc(NC(=O)c2cccc(C(F)(F)F)c2)c(=O)oc1C/C=N/OCc1cccc(Cl)c1Cl	i	24	i	i	i	i	i	i	i	i	i
O=C(Nc1ccc(NC(=O)c2ccco2)cc1)c1cnccn1	i	-11	i	i	i	i	i	i	i	i	i
O=C(CSCc1ccccn1)Nc1ccccc1	i	-4	i	i	i	i	i	i	i	i	i
COc1ccc(C(=O)NC2CCCN(Cc3ccccc3F)C2)c(OC)c1OC (configuration not stated)	i	2	i	i	i	i	i	i	i	i	i
Fc1ccccc1CNc1ccc(Cl)c(Cl)c1	i	56*	i	i	i	i	i	i	i	i	i
Cc1cc(OCC(=O)OCC(=O)Nc2cc(C(F)(F)F)ccc2N2CCOCC2)ccc1Cl	i	-4	i	i	i	i	i	i	i	i	i
Cc1[nH]c(=O)[nH]c(=O)c1/C=N/NC(=O)[C@@H](NC(=O)OC(C)(C)C)C(C)C	i	2	i	i	i	i	i	i	i	i	i
CCOc1ccc(CN2CCCC(CNC(=O)c3ccc(F)cc3)C2)cc1CO (configuration not stated)	i	-3	i	i	i	i	i	i	i	i	i
CC(=O)[C@H]1CC[C@H]2[C@@H]3CC=C4C[C@@H](O)CC[C@]4(C)[C@H]3CC[C@]12C	nt	nt	i	i	i	nt	nt	nt	nt	i	i
O=[N+]([O-])c1cc(C(F)(F)F)ccc1NCCCCNS(=O)(=O)c1ccc2ccccc2c1	i	10	i	i	i	i	i	i	i	i	i
CCCc1nc(SCC(=O)N2CCC(C)CC2)c2c(=O)n(C)c(=O)n(C)c2n1	i	9	i	i	i	i	i	i	i	i	i
COC(=O)[C@H](CC(C)C)NC(=O)c1cc2c(cn1)[nH]c1ccccc12	i	3	i	i	i	i	i	i	i	i	i
O=C(CNS(=O)(=O)c1cccs1)N1CCCCC1	i	8	i	i	i	i	i	i	i	i	i

# (listing goes on)
molecule	TRPC4 PAM	SKKanGAS inh	MrgX1 ag	ANO1 block	ANO1 activ	TRPC4 agonist	TRPC6 inh	TRPC4 inh	TRPC6 activator	MrgX1 antagonist	MrgX1 allo act
CCn1c(C)c(C)c2cc(C(=O)N3CCN(c4ccccc4)CC3)ccc21	i	22	i	i	i	i	i	i	i	i	i
Cc1[nH]n(-c2ccccc2)c(=O)c1N=Nc1c(O)cc(S(=O)(=O)N(C)C)c2ccccc12	i	85*	i	100*	i	i	-8.9*	i	i	i	i
COc1cccc2cc(-c3nnc(-c4ccccc4)o3)c(=O)oc12	i	0	i	i	i	i	i	i	i	i	i
COC(=O)c1oc2ccc(Br)cc2c1NC(=O)c1ccccc1	i	3	i	i	i	i	i	i	i	i	i
COc1cc(C)nc(OCCNC(=O)COc2ccc(Cl)cc2Cl)n1	i	-5	i	i	i	i	i	i	i	i	i
O=C(N/N=C/C=C/c1ccc([N+](=O)[O-])cc1)C1COc2ccccc2O1 (configuration not stated)	i	-1	i	i	i	i	i	i	i	i	i
CC(=O)c1ccc(OCCCC(=O)N2CCN(S(=O)(=O)c3cccs3)CC2)cc1	i	2	i	i	i	i	i	i	i	i	i
Cc1nc2scc(-c3cccs3)c2c(=O)n1-n1cccc1	i	3	i	i	i	i	i	i	i	i	i
O=c1oc(Nc2ccccc2F)nc2ccccc12	i	3	i	i	i	i	i	i	i	i	i
